FBA Mtb inh: inhibits M. tuberculosis FBA enzyme; P9WQA3; purified M. tuberculosis FBA, fluorescence read-out; inhibition, % at 1 µM; hit rate 2.3% among 360,000; in the data active = inhibition above about 27%;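 note: 0% = vehicle and 100% = reference inhibitor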
Target sequence (P9WQA3 whole entry, looked up): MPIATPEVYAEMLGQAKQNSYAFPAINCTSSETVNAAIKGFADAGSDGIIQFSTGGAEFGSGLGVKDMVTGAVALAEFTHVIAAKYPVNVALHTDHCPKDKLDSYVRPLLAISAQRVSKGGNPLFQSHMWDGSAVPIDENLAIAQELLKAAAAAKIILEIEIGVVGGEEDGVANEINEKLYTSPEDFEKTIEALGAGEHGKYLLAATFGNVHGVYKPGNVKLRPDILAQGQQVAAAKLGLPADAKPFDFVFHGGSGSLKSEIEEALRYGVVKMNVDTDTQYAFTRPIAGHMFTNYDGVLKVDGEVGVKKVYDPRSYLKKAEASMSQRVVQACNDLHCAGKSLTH
PrPC TRFRET: reduces human prion protein on the cell surface; P04156; cell surface PrPC, TR-FRET read-out; inhibition, % at 13.8 µM; hit rate 0.43% among 370,000; AID 720596; in the data active = inhibition above about 24%; note: 0% = median of the test wells and 100% = reference compound wells
Mtb UGM inh: blocks M. tuberculosis UGM enzyme. purified UGM, fluorescence polarization probe displacement. AID 504406. P9WIQ1. inhibition, % at 10 µM. hit rate 0.06% among 320,000; in the data active = inhibition above about 10%, passing the limit was not always enough; inconclusive = no clear call, values can overlap the other calls
Target sequence (P9WIQ1 whole entry, looked up): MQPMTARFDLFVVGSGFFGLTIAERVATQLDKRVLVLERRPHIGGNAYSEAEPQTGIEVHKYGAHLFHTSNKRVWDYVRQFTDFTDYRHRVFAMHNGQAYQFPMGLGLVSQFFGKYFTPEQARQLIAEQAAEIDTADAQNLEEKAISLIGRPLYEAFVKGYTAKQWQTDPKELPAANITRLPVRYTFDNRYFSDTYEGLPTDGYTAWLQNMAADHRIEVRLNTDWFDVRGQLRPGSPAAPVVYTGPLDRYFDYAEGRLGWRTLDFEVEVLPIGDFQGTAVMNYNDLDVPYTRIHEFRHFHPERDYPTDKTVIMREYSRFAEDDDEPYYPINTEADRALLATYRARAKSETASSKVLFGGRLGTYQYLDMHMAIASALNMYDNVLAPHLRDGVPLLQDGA
CCHFV vOTU inh: blocks the CCHF virus ovarian tumor domain protease. CCHFV vOTU protease, Pep-AMC fluorescence. inhibition, % at 11.5 µM. hit rate 0.55% among 370,000; note: 0% = vehicle wells with enzyme and 100% = no enzyme wells
BoNT-A LC inh2: BoNT A light chain protease inhibition; multiplex microsphere protease substrate cleavage, flow cytometry; inhibition, % at 10 µM; hit rate 0.17% among 360,000; in the data active = inhibition above about 30%; inconclusive = no clear call, values can overlap the other calls; note: plate controls were buffer without enzyme for full effect and enzyme alone for no effect
BoNT F protease: blocks Botulinum neurotoxin F light chain protease; Multiplex microsphere protease cleavage assay, flow cytometry; inhibition, % at 10 µM; hit rate 0.22% among 360,000; in the data active = inhibition above about 35%, passing the limit was not always enough; inconclusive = no clear call, values can overlap the other calls; note: plate controls were buffer without enzyme for full effect and enzyme alone for no effect
GDH-TPI counter: inhibits GDH-TPI coupling enzymes, artifact for Mtb FBA screen; inhibition, % at 4.8 µM; GDH-TPI coupled enzyme counterscreen, NADH absorbance; hit rate 1.2% among 360,000;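 note: 0% = DMSO wells and 100% = wells lacking the enzyme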
FadD28 binding: blocks FadD28 binding to the bisubstrate probe. fluorescence polarization. inhibition, % at 12.5 µM. hit rate 0.22% among 360,000; in the data active = inhibition above about 8.5%, passing the limit was not always enough; inconclusive = no clear call, values can overlap the other calls
BioA inh: blocks M. tuberculosis BioA enzyme activity | purified M. tuberculosis BioA enzyme, plate reader | inhibition, % at 9.99 µM | hit rate 0.096% among 360,000; in the data active = inhibition above about 40%; inconclusive = no clear call, values can overlap the other calls
* marks the source's active call; other numbers are inactive results; ? = inconclusive; nt = not tested or not shown; & = joins results of further samples. Cut-off read from the data, not from the text of the source, unless noted: active = inhibition above about 30%; inactive = the rest. Rows are unselected, and some 4.8% of all compounds hit somewhere here.

cpd	smiles	FBA Mtb inh	BoNT F protease	Mtb UGM inh	BoNT-A LC inh2	CCHFV vOTU inh
1	CC1=NN(c2nc(-c3ccccc3)cs2)C(=O)C1	-4	-13	2.4	1.0	18
2	CC(=O)c1cccc(NC(=O)C2CC(=O)N(c3cccc(C)c3C)C2)c1 (stereo not drawn)	2	2	4.7	2.1	4
3	Cc1ccc(/C=C2\SC(=S)N(CCC(=O)NNS(=O)(=O)c3ccccc3)C2=O)cc1	2	-7	-1.7	-0.4	nt
4	CCOC(=O)c1c(C)[nH]c(C(=O)OC(C)C(=O)NC2(C#N)CCCCC2)c1C (stereo not drawn)	-2	2	nt	0.0	14
5	CCC(Sc1nc2ccsc2c(=O)n1Cc1ccc(C(=O)O)cc1)C(=O)Nc1cccc(OC)c1 (stereo not drawn)	-1	-1	nt	-0.2	9
6	Nc1nc(N)nc(-c2cccc(Cl)c2Cl)n1	1	-8	-0.4	-0.5	-2
7	O=C(NNc1c(Cl)cc(Cl)cc1Cl)c1n[nH]c(=O)c2ccccc12	-1	-3	0.6	0.3	-12
8	CCN(CC)CCNC(=O)/C(=C\c1cccn1C)NC(=O)c1cccs1	-3	-4	2.8	-0.8	4
9	CCCCN(CCCC)Cc1cc(=O)oc2ccccc12	2	0	nt	0.6	1
10	COc1ccc(NC(=O)CC(C)(C)C)c([N+](=O)[O-])c1	-3	-13	1.1	-0.5	-1
11	CC1CCN(C(=O)CCCOc2cc(=O)n(C)c3ccccc23)CC1	0	-1	-1.6	?	-1
12	O=[N+]([O-])c1ccc(N2CCN(c3ccccc3F)CC2)c(S(=O)(=O)N2CCOCC2)c1	0	-3	-2.4	0.1	-10

cpd	BioA inh	PrPC TRFRET	FadD28 binding	GDH-TPI counter
1	-1.7	6	16*	4
2	2.7	7	-0.8	22
3	-1.0	nt	-5.6	5
4	0.8	3	1.4	2
5	75*	8	-4.1	-9
6	-0.7	-3	-0.9	0
7	0.8	14	-0.1	3
8	nt	-13	-3.4	27
9	2.2	-4	-2.8	nt
10	-1.2	-11	-3.1	-1
11	-2.0	1	-3.2	-8
12	nt	-2	-5.1	3

Going on with the list:
cpd	smiles	FBA Mtb inh	BoNT F protease	Mtb UGM inh	BoNT-A LC inh2	CCHFV vOTU inh
13	CN1CCN(c2ccc(NC(=O)c3cccc(OCc4ccccc4)c3)cc2)CC1	0	-21	0.2	0.5	7
14	CCCCNC(=O)CN1C(=O)COc2ccc(S(=O)(=O)N3CCCCCC3)cc21	4	0	3.2	0.8	2
15	CCN(CC)C(=O)Cn1cc(S(=O)(=O)CC(=O)Nc2ccccc2F)c2ccccc21	2	6	1.6	-2.1	16
16	c1ccc(-c2nc3c4ccccc4ccn3c2CN2CCCCC2)cc1	3	-1	1.4	0.2	-4
17	CCCCn1c(N(CCOC(C)=O)C(C)=O)nc2ccccc21	-2	7	2.7	4.0	3
18	Cc1onc(-c2c(F)cccc2Cl)c1C(=O)N(C)C1CCCCC1	2	4	3.8	0.9	1
19	Cc1ccc(N=Nc2ccc(O)cc2)c(Br)c1	-6	?	0.1	1.0	8
20	O=C(Nc1nc2ccccc2[nH]1)c1cccc(Cl)c1	1	nt	-1.9	nt	5
21	CCOc1ccccc1CN1CCN(CC2=Cc3cc(OC)ccc3OC2)CC1CCO (stereo not drawn)	2	-9	-1.0	0.3	1
22	COc1ccc(/C=C/C(=O)NCc2cnn(C)c2C)cc1COc1ccc(Br)cc1	-1	-4	-3.1	-2.4	nt
23	Cc1cc(C)cc(NC(=O)COC(=O)Cc2ccccc2F)c1	-1	-8	nt	-1.1	-8
24	CCC(C)NC(=O)CSc1ccc(NC(C)=O)cc1 (stereo not drawn)	-1	18	1.4	0.1	14

cpd	BioA inh	PrPC TRFRET	FadD28 binding	GDH-TPI counter
13	-1.9	-22	-1.2	2
14	-1.2	13	0.4	1
15	0.3	-5	0.6	2
16	nt	2	-1.7	8
17	-1.8	-5	-0.1	-10
18	-0.5	1	-0.1	-6
19	1.1	3	-2.9	13
20	-2.0	-3	-3.1	4
21	nt	-16	-0.9	5
22	-5.2	nt	-4.1	6
23	-1.5	0	-3.3	-2
24	-2.4	1	0.2	1

Remaining list, next part:
cpd	smiles	FBA Mtb inh	BoNT F protease	Mtb UGM inh	BoNT-A LC inh2	CCHFV vOTU inh
25	COc1ccc(OCCSc2nnc(Cc3cccc4ccccc34)n2N)cc1	-2	-2	0.9	-0.3	-2
26	Cc1cc(NC(=O)CSCC(=O)NCc2cccc(C(F)(F)F)c2)no1	-3	-8	2.0	-1.5	-1
27	COC(=O)C1=C(C)C(c2ccc(OC)cc2OC)NC(=O)N1 (stereo not drawn)	4	4	-3.2	0.1	-6
28	COc1ccc(C2N(C(C)=O)CCCN2S(=O)(=O)c2ccc(C)cc2)cc1 (stereo not drawn)	3	-16	-0.3	1.0	5
29	Cc1noc(NC(=O)c2cccc(Cl)c2Cl)c1C#N	1	3	-1.3	0.1	-3
30	CN(C)c1nc2c(c(=O)n(C)c(=O)n2C)n1Cc1ccccc1	-1	-2	1.7	-0.2	-4
31	Cc1ccc(Nc2c([N+](=O)[O-])c(=O)oc3ccccc23)cc1	2	-2	-1.9	0.1	15
32	NC(=O)C1CCN(C(=O)CN(c2cccc(Cl)c2)S(=O)(=O)c2ccccc2)CC1	4	0	-2.0	0.9	5
33	NS(=O)(=O)c1cccc(NC(=O)COC(=O)CC2Sc3ccccc3NC2=O)c1 (stereo not drawn)	-4	8	-0.9	0.1	-18
34	Cn1c(C(=O)O)c(CC(=O)Nc2ccc(F)cc2F)c2ccccc21	3	7	0.4	-0.2	13
35	CC(C)Oc1cc(N)c(Cl)cc1Cl	0	0	-1.3	-0.6	5
36	COc1ccc(N2CCN(CCNC(=O)CCCn3c(=O)[nH]c4cc(Cl)ccc4c3=O)CC2)cc1	-2	-6	1.4	0.0	1

cpd	BioA inh	PrPC TRFRET	FadD28 binding	GDH-TPI counter
25	-1.8	4	-2.0	0
26	nt	-7	-2.6	4
27	-3.5	4	-2.2	2
28	-4.8	2	0.5	10
29	nt	5	-0.5	-1
30	1.4	5	-0.1	8
31	nt	-11	0.8	18
32	-0.2	5	1.3	-7
33	-0.7	12	-4.0	0
34	-1.3	3	-4.4	0
35	nt	6	-1.5	-4
36	nt	-6	0.9	0

The listing continues:
cpd	smiles	FBA Mtb inh	BoNT F protease	Mtb UGM inh	BoNT-A LC inh2	CCHFV vOTU inh
37	CCOC(=O)c1c(C)[nH]c(C)c1S(=O)(=O)N(C)CC(=O)NCc1ccc(F)cc1	1	7	-1.0	2.9	-8
38	Cc1cc2c3c(c1)C(C)(c1ccccc1)CC(C)(C)N3C(=O)C21C(C#N)=C(N)OC2=C1C(=O)CC(C)(C)C2 (stereo not drawn)	0	-4	-2.0	-0.5	19
39	CCOC(=O)c1sc(=S)n(Cc2ccccc2)c1C	3	?	0.5	-2.9	3
40	C=CCOC(=O)C1=C(C)NC(SCC(N)=O)=C(C#N)C1c1ccc(C)cc1 (stereo not drawn)	0	0	-2.8	-0.7	0
41	COc1ccc(NC(=O)CSCc2cc(=O)n3nc(C4CC4)sc3n2)cc1	-1	7	1.0	1.1	8
42	CC1(C(=O)Nc2ccc3c(c2)OCO3)CCN1Cc1csc2ccccc12 (stereo not drawn)	-2	-3	nt	-0.1	-11
43	O=C(O)CCCC(=O)N1N=C(c2ccccc2)CC1c1ccc2nccnc2c1 (stereo not drawn)	-1	-3	-0.1	-0.1	16
44	CC(C)(CO)NS(=O)(=O)c1ccc2c(c1)C(=O)c1cc(S(=O)(=O)NC(C)(C)CO)ccc1-2	-6	-4	0.8	-0.6	-3
45	CN(C(=O)COC(=O)CN1C(=O)c2ccccc2C1=O)c1c(N)n(Cc2ccccc2)c(=O)[nH]c1=O	3	9	2.6	2.0	-4
46	COc1cc(/C=C/C(=O)O)ccc1S(=O)(=O)N1CCCc2ccccc21	1	-4	-0.8	-0.3	4
47	Cc1cc(C)c2nc(-c3ccccn3)cc(C(=O)NCc3ccc(S(N)(=O)=O)cc3)c2c1	50*	-4	0.4	-0.5	-1
48	NCCNc1ccc([N+](=O)[O-])c(NC2CC2)c1	-6	-26	-1.1	0.1	-2

cpd	BioA inh	PrPC TRFRET	FadD28 binding	GDH-TPI counter
37	-2.8	-1	-2.9	-1
38	0.6	-1	-1.9	-5
39	nt	-5	0.9	3
40	-0.5	0	-1.3	10
41	-1.1	2	-2.9	-7
42	-1.7	6	-2.1	5
43	nt	-11	-0.2	3
44	-1.9	-57	0.8	10
45	-1.1	0	0.7	-9
46	-0.4	-4	-2.8	11
47	nt	16	-0.8	6
48	nt	-11	-6.3	0

Additional results.
cpd	smiles	FBA Mtb inh	BoNT F protease	Mtb UGM inh	BoNT-A LC inh2	CCHFV vOTU inh
49	O=C(Nc1sccc1C(=O)N1CCOCC1)c1cccnc1	0	-3	0.0	0.8	nt
50	O=S(=O)(Oc1ccccc1)c1cccnc1	4	?	0.3	1.7	2
51	Cc1onc(-c2ccccc2Cl)c1C(=O)N(C)CC(=O)Nc1ccc(F)c(F)c1F	0	0	-0.2	-1.4	-3
52	COc1ccccc1CNC(=O)COC(=O)c1ccc(Cl)nc1	-1	1	-0.6	-0.6	-3
53	CNc1nc(C23CC4CC(CC(C4)C2)C3)cs1	-1	-9	1.0	-1.7	9
54	O=C(CSc1nnc(COc2cccc3cccnc23)o1)N1CCc2ccccc21	0	-6	0.1	-0.5	12
55	COc1ccccc1NC(=O)COc1ccc(Br)cc1CNCCCN1CCOCC1	2	-1	2.2	-0.8	2
56	C[C@H](CO)N1C[C@H](C)[C@@H](CN(C)C(=O)Nc2ccc(C(F)(F)F)cc2)Oc2c(NC(=O)NC3CCCCC3)cccc2C1=O	0	-6	2.5	0.0	14

cpd	BioA inh	PrPC TRFRET	FadD28 binding	GDH-TPI counter
49	1.7	nt	-4.3	3
50	nt	0	1.4	17
51	0.6	0	-1.0	0
52	-0.1	-4	-0.2	0
53	nt	2	-1.0	-4
54	1.4	6	-1.9	4
55	nt	-10	-2.6	-7
56	0.1&9.7	5	-5.0	0

Record cards, as listed above. Values in the order: FBA Mtb inh	BoNT F protease	Mtb UGM inh	BoNT-A LC inh2	CCHFV vOTU inh	BioA inh	PrPC TRFRET	FadD28 binding	GDH-TPI counter
COc1ccccc1NC(=O)COc1ccc(Br)cc1CNCCCN1CCOCC1 is entered as 2	-1	2.2	-0.8	2	nt	-10	-2.6	-7
C[C@H](CO)N1C[C@H](C)[C@@H](CN(C)C(=O)Nc2ccc(C(F)(F)F)cc2)Oc2c(NC(=O)NC3CCCCC3)cccc2C1=O is entered as 0	-6	2.5	0.0	14	0.1&9.7	5	-5.0	0
O=C(CSc1nnc(COc2cccc3cccnc23)o1)N1CCc2ccccc21 is entered as 0	-6	0.1	-0.5	12	1.4	6	-1.9	4

Assay outcomes as filed in PubChem.
